# TbMetRS inhib = T. brucei MetRS inhibitors, primary screen, biochemical, luminescence | methionyl-tRNA synthetase (Trypanosoma brucei brucei) | purified T. brucei MetRS, ATP depletion, Kinase-Glo luminescence | inhibition, % at 11.9 µM | actives 0.4% (n = 360,000);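 active means inhibition above a per-plate cutoff of the control wells' mean inhibition plus 3 SD, cut at about 5.5% in these data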;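 further: 0% = DMSO wells median and 100% = median of wells with control inhibitor compound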
#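 Material – parasite MetRS enzyme · Medium – HEPES-MgCl2-KCl buffer plus DTT, spermine, BSA, pyrophosphatase · Reagent – ATP, methionine and E. coli bulk tRNA substrates · Times – 15 min enzyme-compound preincubation, 2 h reaction, 10 min detection, 25 °C · Measured by – luminescence of leftover ATP · Evaluation – percent inhibition relative to median high and low control wells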
# Scp-1 inhibitor = Scp-1 phosphatase inhibitors, primary screen, biochemical, colorimetric, uHTS; Carboxy-terminal domain RNA polymerase II polypeptide A small phosphatase 1 (Homo …; Recombinant Scp1, phosphopeptide, malachite green phosphate absorbance; inhibition, % at 20 µM; actives 0.88% (n = 340,000);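 active means inhibition above about 50% at 20 µM, limit read from the data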;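 further: plate controls were DMSO wells with enzyme for no effect and wells lacking enzyme for full effect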
#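 Test system: SCP-1 phosphatase catalytic domain, residues 76-261; measured by: colorimetric phosphate reagent with accelerator and stabiliser, absorbance at 630 nm; timing: enzyme reaction 45 min at room temperature, colour 5 min, stabilisation 30 min; also added: Phosphorylated 17-residue peptide substrate; compound dosing: one concentration, 20 µM, with 1.0% DMSO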
# STEP block = STEP phosphatase inhibitors, primary screen, biochemical, fluorescence intensity, uHTS. Tyrosine-protein phosphatase non-receptor type 5 (Homo sapiens), P54829. recombinant STEP, OMFP fluorogenic substrate. inhibition, % at 20 µM. actives 0.25% (n = 360,000);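 active means inhibition at 20 µM, scaled per plate between control wells, above about 37%, limit read from the data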;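 further: 0% = DMSO with enzyme and substrate and 100% = substrate only without enzyme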
#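 Measure: Control-normalized % inhibition with plate pattern correction | Test system: STEP phosphatase, cell-free reaction | Medium: pH 6.0 Bis-Tris with DTT and Tween 20 | Technique: Fluorescence, 480/540 nm | Times: Reaction 20 min, ambient temperature | Doses: Single compound dose of 20 µM, 1% DMSO final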
# SUMO1-SIM PPI = modulators of SUMO1 protein-protein interactions, primary screen, biochemical, uHTS | SUMO1 binding to a labelled peptide, TR-FRET, 1 h | Small ubiquitin-related modifier 1 (Homo sapiens), P63165 | inhibition, % at 20 µM | actives 0.33% (n = 360,000) | AID 602429, 2012; in the data active means inhibition above about 37%
# MsrA inhibitor = bovine MsrA enzyme inhibitors, primary screen, biochemical, absorbance, HTS | actives 0.75% (n = 360,000) | inhibition, % at 15.5 µM | purified bovine MsrA, absorbance read-out | AID 651718, 2012; in the data active means inhibition above about 4.5%;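 further: 0% = vehicle wells with enzyme and 100% = reference inhibitor wells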
# DNMT1 inh = human DNMT1 methyltransferase inhibitors, primary screen, biochemical, molecular beacon, fluorescence, HinP1I cleavage, uHTS. inhibition (reported as % activation of signal), % at 10 µM. actives 0.83% (n = 360,000). AID 588458, 2011; in the data active means inhibition above about 50%
# Target sequence (P26358 504-1616 limits assumed): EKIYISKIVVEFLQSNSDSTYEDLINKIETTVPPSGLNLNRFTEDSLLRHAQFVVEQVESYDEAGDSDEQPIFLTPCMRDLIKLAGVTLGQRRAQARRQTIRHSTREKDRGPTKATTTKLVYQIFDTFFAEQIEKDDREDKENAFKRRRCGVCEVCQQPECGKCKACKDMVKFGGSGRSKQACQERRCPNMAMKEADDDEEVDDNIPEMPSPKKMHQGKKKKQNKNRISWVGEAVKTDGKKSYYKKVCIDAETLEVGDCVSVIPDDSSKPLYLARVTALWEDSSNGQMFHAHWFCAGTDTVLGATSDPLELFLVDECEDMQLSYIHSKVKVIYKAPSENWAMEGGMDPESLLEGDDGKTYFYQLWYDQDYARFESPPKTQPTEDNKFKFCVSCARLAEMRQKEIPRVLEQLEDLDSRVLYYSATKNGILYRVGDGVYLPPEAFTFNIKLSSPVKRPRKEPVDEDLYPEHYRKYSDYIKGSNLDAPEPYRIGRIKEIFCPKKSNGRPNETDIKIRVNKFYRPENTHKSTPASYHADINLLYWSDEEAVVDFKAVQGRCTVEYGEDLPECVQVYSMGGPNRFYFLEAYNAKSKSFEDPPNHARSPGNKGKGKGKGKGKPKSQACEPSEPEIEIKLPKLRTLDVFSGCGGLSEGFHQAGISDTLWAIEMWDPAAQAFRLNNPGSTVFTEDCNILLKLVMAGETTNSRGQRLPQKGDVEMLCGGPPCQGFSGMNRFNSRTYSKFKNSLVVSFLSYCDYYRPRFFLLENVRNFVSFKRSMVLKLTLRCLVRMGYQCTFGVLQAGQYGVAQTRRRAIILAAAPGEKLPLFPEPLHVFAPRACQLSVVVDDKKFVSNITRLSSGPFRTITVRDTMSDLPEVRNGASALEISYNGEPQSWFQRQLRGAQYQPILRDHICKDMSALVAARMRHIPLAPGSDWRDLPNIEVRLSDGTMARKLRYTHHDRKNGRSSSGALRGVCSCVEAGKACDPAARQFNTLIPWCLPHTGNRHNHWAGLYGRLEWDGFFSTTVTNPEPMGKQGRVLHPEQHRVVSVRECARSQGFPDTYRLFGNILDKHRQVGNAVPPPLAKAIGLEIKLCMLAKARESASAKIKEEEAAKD
# E coli Lon inh = inhibitors of E. coli Lon protease, primary screen, biochemical, fluorescence polarization; P0A9M0; AID 602123, 2011; purified E. coli Lon protease; actives 0.42% (n = 360,000); inhibition, % at 7.94 µM; in the data active means inhibition above about 13%, passing the limit was not always enough;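 further: 0% = enzyme with probe and DMSO and 100% = no enzyme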
# LMPTP block = LMPTP phosphatase inhibitors, primary screen, biochemical, fluorescence intensity, uHTS; actives 0.22% (n = 360,000); recombinant LMPTP-A, OMFP fluorogenic substrate; Low molecular weight phosphotyrosine protein phosphatase (Homo sapiens), P24666; inhibition, % at 20 µM;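 active means compounds that cut the enzyme signal by at least half of the control window in the single-dose screen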;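 further: plate controls were DMSO wells with enzyme plus substrate for no effect and substrate without enzyme for full effect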
#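 Material: LMPTP-A; amount: 0.625 nM enzyme; doses: single 20 µM dose; times: reaction 50 min, room temperature, dark; technique: fluorescence intensity of OMFP turnover product; benchmarks: no-enzyme and uninhibited controls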
# CendR NRP1 mod = modulators of CendR peptide binding to NRP-1, primary screen, biochemical, fluorescence polarization, uHTS; Neuropilin-1 (Homo sapiens), O14786; FAM-RPARPAR peptide binding to NRP-1; inhibition, % at 25 µM; actives 0.85% (n = 360,000);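 active means inhibition or corrected inhibition above about 18%, plus a signal ratio from 0.5 to 1.5, limit read from the data, passing the limit was not always enough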; further: strong numbers were not always called active
# bovine MsrA act = bovine MsrA enzyme activators, primary screen, biochemical, absorbance, HTS; Methionine sulfoxide reductase A (Bos taurus); purified bovine MsrA, absorbance read-out; activation, % at 10.6 µM; actives 0.3% (n = 360,000); in the data active means activation above about 7.5%;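 further: 0% = vehicle and 100% = reference activator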
# * hit, by the source's call; · = not tested or not shown.
SMILES,TbMetRS inhib,Scp-1 inhibitor,STEP block,SUMO1-SIM PPI,MsrA inhibitor,DNMT1 inh,E coli Lon inh,LMPTP block,CendR NRP1 mod,bovine MsrA act
Clc1cccc(Nc2nc(-c3cccnc3)cs2)c1,-0.2,-1,1,4,0.4,-7,1,3.3,2,-2
COC(CNC(=O)CC1C(=O)N(Cc2ccccc2)C(C)c2nc3ccccc3n21)OC (centres undefined),-0.7,-6,-3,-1,-1.2,-3,1,-1.7,6,-3
CC1(C)CC(=O)C2(CC3=C(CC(C)(C)CC3=O)O2)C(=O)C1,0.3,-10,2,-1,-0.3,0,-3,-0.1,6,1
COc1ccc(/C=C/C(=O)OCC(=O)N2CC(=O)Nc3ccccc32)cc1,0.0,-10,-2,-17,1.7,3,2,-0.2,-6,-6
O=C(OCc1nnc(-c2ccc(Cl)cc2)o1)c1ccc(O)cc1,-1.3,-3,-2,5,-0.5,2,0,0.8,29*,-3
COc1ccc(Cl)cc1NC(=O)NCC1CCN(Cc2cc(C)ccc2C)CC1,-0.8,-4,-1,-2,-0.2,-9,13,0.3,-1,0
COc1ccc(C2=CC(=O)C[C@H](c3ccc(F)cc3)C2)c(OC)c1,-0.2,-14,-1,-11,1.8,-3,5,2.0,10,-2
Cc1nc(C(=O)N2CCCC(N3CCN(c4ccc(F)cc4)CC3)C2)cs1 (centres undefined),0.0,·,0,-2,0.6,8,1,-0.6,-4,-2
CC(=O)c1ccc(-c2ccc(C(=O)N(C)Cc3nc4ccccc4c(=O)[nH]3)o2)cc1,-0.2,-8,0,-22,3.8,0,-2,-0.7,-6,0
COc1ccc(N2C(=O)N3[C@H](c4ccc(Cl)cc4)[C@@H]4C(=O)N(C5CCCCC5)C(=O)[C@@H]4[C@]3(Cc3ccc(Cl)cc3)C2=O)cc1,-0.5,-17,3,-2,0.0,-4,-8,1.0,6,-2
O=C(NCc1ccccc1Cl)NCc1ccccc1Cl,-0.5,-3,-2,8,2.5,8,6,-1.6,5,-3
CCOc1cc(S(=O)(=O)NCc2cccnc2)c(C)cc1C,-0.2,-17,2,0,0.2,6,-4,-0.4,-1,-2
CCn1c2ccccc2c2cc(/C=N/n3c(C)nnc3C)ccc21,0.0,-3,0,-3,1.5,1,9,0.4,2,-3
CCOc1ccc(OCC)c(NC(=O)C2CCCN(S(=O)(=O)c3ccc(C)cc3)C2)c1 (centres undefined),-0.9,-9,1,3,-0.3,1,1,3.3,8,-4
CCOC(=O)NC(=O)/C(C=Nc1ccc(Cl)c(Cl)c1Cl)=C(\C)O,-0.3,22,5,0,-0.1,26,-8,0.2,2,-7
O=C(CNC(=O)C(c1ccccc1)c1ccccc1)N/N=C/c1ccc(O)c([N+](=O)[O-])c1,-0.2,-2,3,-19,3.3,4,-1,-9.1,0,-7
COc1ccc(CNC(=O)COC(=O)C(CCSC)NC(=O)c2ccco2)cc1OC (centres undefined),-0.3,-4,2,-1,1.0,1,-9,-1.0,2,-2
CCOC(=O)N1CCN(CC(=O)Nc2cc(OCC)ccc2OCC)CC1,-0.8,-8,-1,-3,-1.2,1,5,-1.9,16,-1
Fc1ccc(C2=NNC(=NCc3ccccc3)SC2)cc1F,0.1,3,-3,-5,0.1,-12,-3,0.0,-13,-2
CN1C(=O)CCS(=O)(=O)C1c1ccc(Cl)c(Cl)c1 (centres undefined),0.1,·,1,-2,-0.2,7,-5,-0.7,2,-2
COc1ccc(/C=N/N2CCN(c3ccccc3OC)CC2)cc1Br,-0.5,-8,5,11,0.5,-1,-7,2.6,8,-1
CSc1nnc(-c2cccc(NC(=O)c3ccccc3)c2)n1C,-0.3,7,-1,2,-0.2,-3,2,-0.7,1,-4
O=[N+]([O-])c1ccccc1N/N=C\c1ccccc1Cl,-2.3,-8,2,-3,1.8,2,-9,-1.4,-2,-8
O=C(NC(NC(=S)N1CCOCC1)C(Cl)(Cl)Cl)c1ccc(Cl)cc1 (centres undefined),-0.5,-13,2,2,-1.0,0,2,-0.2,-6,3
CC(=O)Nc1ccc(NC(=O)C(C)OC(=O)c2cccc(S(=O)(=O)N3CCCCCC3)c2)cc1 (centres undefined),-0.8,-1,2,-1,-0.3,-11,-8,1.0,6,-10

# (list continues)
SMILES,TbMetRS inhib,Scp-1 inhibitor,STEP block,SUMO1-SIM PPI,MsrA inhibitor,DNMT1 inh,E coli Lon inh,LMPTP block,CendR NRP1 mod,bovine MsrA act
CC(C)(C)OC(=O)N1CCC[C@H]1C(=O)N/N=C/c1cccc2cccnc12,0.1,-9,0,-13,3.3,0,0,0.1,-4,-4
c1ccc(-c2nnc(-c3ccccn3)c(-c3ccccn3)n2)nc1,0.5,-14,1,-23,0.3,1,4,-2.8,7,-1
O=C(COC(=O)c1cncc(Br)c1)Nc1ccc2c(c1)OCO2,0.3,-9,0,2,-0.2,-20,-6,2.7,4,-3
Cc1ccc(-n2c3c(c(=O)[nH]c2=O)C(C(F)(F)F)(C(F)(F)F)NC(=O)N3)cc1,-1.5,3,0,2,·,0,-3,-1.9,-7,-12
Cc1nc(-c2ccccc2)cn(O)c1=O,-1.0,1,5,-4,-0.2,4,-6,1.2,3,-14
C=CC[C@@H](CC(=O)NCCO)C(=O)N[C@@H](COC(=O)[C@@H](CC=C)CC(=O)OC(C)(C)C)Cc1ccccc1,-0.4,-5,-2,4,0.6,3,17,-0.2,13,-5
O=C(NC1CCCCC1)C(c1ccccn1)N(C(=O)c1csnn1)C1CCCCC1 (centres undefined),-2.1,7,-1,-1,1.1,-4,1,-0.6,-5,-9
CC12CCC(=O)N1C(C(=O)NCCc1ccccc1)CS2 (centres undefined),-0.2,-8,-2,3,-0.1,0,-4,0.5,25*,-2
O=C(NC1CCc2ccccc21)c1cc(COc2c(F)cccc2F)on1 (centres undefined),0.1,-7,-4,-1,-1.0,-1,5,3.3,-2,0
COc1ccc2oc(C(=O)OCC(=O)NC(=O)c3ccccc3)c(C)c2c1,-0.2,-2,0,-2,0.3,-1,-10,-0.1,-3,-4
Cc1ccc2c(NC(=O)c3ccc(Br)o3)cccc2n1,-0.6,-3,1,-1,1.1,-3,-9,1.0,-8,-2
COc1cccc2c1CCC1=CC(=O)CCC12C (centres undefined),-0.3,-3,1,-4,0.9,1,-20,-2.4,-12,-10
CC(=O)Nc1ccc(S(=O)(=O)NCCC(=O)OCC(=O)NNC(=O)c2ccccc2)cc1,0.0,-5,-2,5,1.7,-4,10,0.3,-6,-1
O=C(NCc1ccco1)c1cc2cc(Br)ccc2o1,-0.2,-5,20,-4,0.5,8,-10,0.2,2,-3
Cc1c(NS(=O)(=O)c2cc(C(=O)NCc3cccnc3)ccc2Cl)c(=O)n(-c2ccccc2)n1C,-0.1,-12,-3,1,-0.6,2,-3,-1.7,5,-4
CCCc1ccc2oc(C(=O)N3CCC(C(N)=O)(N4CCCCC4)CC3)c(C)c2c1,0.0,-6,1,4,0.2,-3,6,0.4,2,-3
CC(C)CN(C(=O)COC(=O)c1ccccn1)c1c(N)n(Cc2ccccc2)c(=O)[nH]c1=O,-0.3,3,0,1,-0.8,0,-11,0.2,-6,-2
CC(C(=O)N1CCOCC1)(c1ccccc1)c1ccccc1,-0.5,-4,-2,-1,·,4,-7,-2.0,-10,-5
CC1(C(=O)NS(=O)(=O)c2cccc(F)c2)CCN1C(=O)c1ccccc1 (centres undefined),-0.2,·,-4,16,1.2,-1,-5,-0.9,-2,-2
CCC(CC)c1nc(C#N)c(NC(C)c2ccccc2)o1 (centres undefined),-0.6,2,-2,4,-0.1,-5,14,-1.0,6,-3
CCCCOC(=O)Nc1nnc(-c2ccccc2OC)s1,-0.5,0,1,2,-0.2,5,-6,-3.7,10,0

# Entries listed so far that contain an aryl methoxy group (9):
SMILES,TbMetRS inhib,Scp-1 inhibitor,STEP block,SUMO1-SIM PPI,MsrA inhibitor,DNMT1 inh,E coli Lon inh,LMPTP block,CendR NRP1 mod,bovine MsrA act
COc1ccc(/C=C/C(=O)OCC(=O)N2CC(=O)Nc3ccccc32)cc1,0.0,-10,-2,-17,1.7,3,2,-0.2,-6,-6
COc1ccc(Cl)cc1NC(=O)NCC1CCN(Cc2cc(C)ccc2C)CC1,-0.8,-4,-1,-2,-0.2,-9,13,0.3,-1,0
COc1ccc(C2=CC(=O)C[C@H](c3ccc(F)cc3)C2)c(OC)c1,-0.2,-14,-1,-11,1.8,-3,5,2.0,10,-2
COc1ccc(N2C(=O)N3[C@H](c4ccc(Cl)cc4)[C@@H]4C(=O)N(C5CCCCC5)C(=O)[C@@H]4[C@]3(Cc3ccc(Cl)cc3)C2=O)cc1,-0.5,-17,3,-2,0.0,-4,-8,1.0,6,-2
COc1ccc(CNC(=O)COC(=O)C(CCSC)NC(=O)c2ccco2)cc1OC (centres undefined),-0.3,-4,2,-1,1.0,1,-9,-1.0,2,-2
COc1ccc(/C=N/N2CCN(c3ccccc3OC)CC2)cc1Br,-0.5,-8,5,11,0.5,-1,-7,2.6,8,-1
COc1ccc2oc(C(=O)OCC(=O)NC(=O)c3ccccc3)c(C)c2c1,-0.2,-2,0,-2,0.3,-1,-10,-0.1,-3,-4
COc1cccc2c1CCC1=CC(=O)CCC12C (centres undefined),-0.3,-3,1,-4,0.9,1,-20,-2.4,-12,-10
CCCCOC(=O)Nc1nnc(-c2ccccc2OC)s1,-0.5,0,1,2,-0.2,5,-6,-3.7,10,0
